GSK3A inh: human GSK-3 alpha kinase inhibition | ADP-Glo luminescence, 60 min | inhibition, % at 10 µM | 320,000 compounds, 0.1% hits;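 in the data active means inhibition above about 50%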;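 further: GST-tagged GSK-3 alpha with peptide substrate and 25 µM ATP; 0% = DMSO neutral wells and 100% = GW8510 positive control wells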
KCNK9 inh: inhibitors of human KCNK9 two-pore domain potassium channel. B-score at 10 µM. 310,000 compounds, 1.2% hits. HEK293 KCNK9, FluxOR thallium flux fluorescence; stronger effect = lower value;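 active means ratio B-score over 3 SD below the library mean, with starting fluorescence within 5 SD of its mean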;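 further: negative B-score means less thallium flux so channel inhibition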
Target sequence (Q9NPC2 whole entry, looked up, the tested form may be a part): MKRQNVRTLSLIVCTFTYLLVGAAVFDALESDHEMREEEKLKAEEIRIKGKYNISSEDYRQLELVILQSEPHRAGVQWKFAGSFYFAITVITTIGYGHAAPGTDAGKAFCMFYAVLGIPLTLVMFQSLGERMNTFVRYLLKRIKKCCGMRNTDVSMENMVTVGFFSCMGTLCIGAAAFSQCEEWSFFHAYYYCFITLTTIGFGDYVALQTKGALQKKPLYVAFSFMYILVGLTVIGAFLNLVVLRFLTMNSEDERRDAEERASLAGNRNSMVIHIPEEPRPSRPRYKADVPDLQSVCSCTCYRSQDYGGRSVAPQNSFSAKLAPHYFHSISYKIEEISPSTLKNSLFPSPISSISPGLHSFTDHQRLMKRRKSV
PolyA inhibitor: yeast polyadenylation inhibition; S. cerevisiae SKY197-pL101 polyadenylation reporter, beta-gal luminescence; efflux-impaired pdr1/pdr3 knockout yeast; score 100 = 6 SD above DMSO; calls only at 12 µM; 300,000 compounds, 0.02% hits; AID 1875;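 active means lowest replicate activity score at least 50, where 100 means six control SD above control mean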;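 further: yeast exposed to compound for 9 h at 30 °C; higher score means more reporter readthrough which indicates perturbed polyadenylation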
HDAC3 inh: human HDAC3 inhibition; inhibition, % at 8.3 µM; O15379; 320,000 compounds, 0.15% hits; recombinant HDAC3, fluorogenic peptide/trypsin coupled, fluorescence; in the data active means inhibition above about 26%, passing the limit was not always enough
KCNK3 inh: human KCNK3 channel inhibition, primary screen; O14649; CHO-KCNK3 thallium flux, FluxOR fluorescence; stronger effect = lower value; B-score at 10 µM; 340,000 compounds, 0.84% hits; AID 602410;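 active means B-score under library mean minus 4 SD, starting fluorescence ratio at most library mean plus 5 SD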;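 further: more negative B-score means stronger inhibition of thallium flux through KCNK3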
hERG protect: compounds protecting human hERG from proarrhythmic drug block. Q12809. CHO-hERG, FluxOR thallium flux, dofetilide IC70 present. activation (rescue from dofetilide block), less the hit threshold, % at 10 µM. 310,000 compounds, 0.51% hits;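 active means activation above the mean of controls blocked by dofetilide plus 5 SD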;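 further: thallium influx through hERG after potassium depolarization seen as dye fluorescence rise; in these data hits start at about 4.7%; inactives centre near -7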
RGS4 pot: potentiators or activators of RGS4. HEK293 M3R/inducible RGS4, carbachol calcium flux Fluo4; stronger effect = lower value. B-score at 10 µM. AID 463111. 310,000 compounds, 0.92% hits;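 active means B-score of the integrated calcium signal more than 4 SD below the library mean, with starting fluorescence not abnormally high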;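 further: negative B-score means reduced calcium response which marks RGS4 activation or potentiation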
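Reagent: ECmax carbachol challenge; Test system: M3R-expressing HEK293 line, RGS4 induced by doxycycline; Schedule: overnight RGS4 induction, 30 min dye load 37 °C, 20 min compound RT; Detection: calcium dye Fluo4 fluorescence; Read-out: Agonist-evoked peak-minus-minimum fluorescence over baseline, integrated ratio, B score.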
KCNQ1 pot: human KCNQ1 channel potentiation or activation; P51787; CHO-K1 KCNQ1, thallium flux FluxOR fluorescence; stronger effect = higher value; B-score at 10 µM; 310,000 compounds, 0.35% hits; AID 2648;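 active means fluorescence ratio B-score, a plate-corrected score, at least three library SD, with initial intensity B-score within 5 SD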
Target sequence (P51787 whole entry, looked up): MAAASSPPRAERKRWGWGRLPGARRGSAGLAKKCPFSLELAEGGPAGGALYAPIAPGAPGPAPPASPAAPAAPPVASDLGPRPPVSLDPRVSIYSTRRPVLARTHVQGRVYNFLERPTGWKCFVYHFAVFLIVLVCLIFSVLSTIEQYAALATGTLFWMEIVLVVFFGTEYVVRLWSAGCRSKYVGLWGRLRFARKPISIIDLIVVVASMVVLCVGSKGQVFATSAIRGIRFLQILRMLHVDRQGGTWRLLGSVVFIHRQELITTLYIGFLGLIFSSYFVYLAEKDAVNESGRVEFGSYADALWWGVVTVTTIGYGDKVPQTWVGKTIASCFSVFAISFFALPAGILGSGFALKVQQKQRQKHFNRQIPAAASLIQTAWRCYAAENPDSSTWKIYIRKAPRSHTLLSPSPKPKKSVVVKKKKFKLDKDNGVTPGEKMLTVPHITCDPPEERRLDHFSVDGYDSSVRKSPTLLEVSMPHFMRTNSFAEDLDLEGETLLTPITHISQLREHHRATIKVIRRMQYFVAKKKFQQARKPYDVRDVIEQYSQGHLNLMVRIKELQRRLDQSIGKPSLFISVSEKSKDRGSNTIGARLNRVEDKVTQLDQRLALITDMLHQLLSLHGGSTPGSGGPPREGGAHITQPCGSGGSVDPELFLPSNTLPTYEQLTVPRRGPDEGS
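Schedule – 37 °C overnight plating, 90-min dark dye load, 20-min compound pretreatment · System – stable KCNQ1 CHO-K1 line · Probe or stimulus – thallium- and potassium-containing depolarizing buffer · Measured by – kinetic FluxOR fluorescence, 10 s baseline plus 110 s post-stimulus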
DYRK1A inh: inhibitors of rat Dyrk1A kinase; Q63470; ADP-Glo luminescence, NFATc1 peptide; inhibition, % at 12.5 µM; 310,000 compounds, 0.43% hits; in the data active means inhibition above about 50%;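 further: plate controls were vehicle with enzyme for no effect and no enzyme for full effect; many of its hits are not listed in these tables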
KCNQ1 block: inhibitors of human KCNQ1 potassium channel | P51787 | CHO-K1 KCNQ1, FluxOR thallium flux fluorescence; stronger effect = higher value | B-score at 10 µM | 310,000 compounds, 1.3% hits | AID 2642;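 active means compounds whose thallium flux B-score, printed positive for inhibition, exceeds three library SD while starting fluorescence stays within three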;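 further: channel opened by potassium depolarization with thallium stimulus after 20 min compound exposure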
GSK3B inh: inhibitors of human GSK3beta kinase; P49841; GST-GSK3beta kinase, ADP-Glo luminescence, 60 min; stronger effect = lower value; activity score (negative = inhibition), % at 10 µM; 300,000 compounds, 0.038% hits; AID 2097;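 active means more than half of replicate wells score below -50%, meaning over 50% inhibition versus plate controls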;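 further: 0% = median DMSO wells and -100% = median GW8510 positive control wells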
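Assay system: GST-tagged human GSK3beta kinase, cell-free; Input: 1.6 ng GSK3beta; Medium: Tris/MgCl2 kinase buffer; Timing: 60 min enzyme reaction, room temperature; Signal: ADP-Glo luminescence quantifying ADP generated by kinase; Evaluation: score relative to plate controls; Benchmarks: DMSO neutral wells and GW8510 at 20 µM as positive.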
* = called active by the depositor; i = inactive; x = not tested or not shown. An excerpt; rates above refer to the full screens.

SMILES	GSK3A inh	KCNK9 inh	PolyA inhibitor	HDAC3 inh	KCNK3 inh	hERG protect	RGS4 pot	KCNQ1 pot	DYRK1A inh	KCNQ1 block	GSK3B inh
Clc1ccccc1-c1ncc2ccccn12	1	i	i	-7	i	-9	i	i	10	i	1
NC(=O)Cn1c(=O)n(CCCC(=O)NC2CCN(Cc3ccccc3)CC2)c(=O)c2ccccc21	-2	i	i	0	i	-2	i	i	5	i	1
CCn1nnnc1SCC(=O)Nc1ccc(OC)cc1	-1	i	i	-1	i	-3	i	i	-1	i	-1
CCOc1ccc(S(=O)(=O)NCCCn2ccnc2)cc1	-3	i	i	-2	i	-1	i	i	0	i	7
Cc1ccc(S(=O)(=O)N2CCCCC2)cc1C(=O)Nc1ccc(S(=O)(=O)Nc2ncccn2)cc1	-2	i	i	1	i	-10	i	i	1	i	0
NS(=O)(=O)c1ccc(CCNC(=O)c2ccc(Cn3c(=O)[nH]c4ccccc4c3=O)cc2)cc1	-1	i	i	0	i	-12	i	i	-2	i	-3
CCN(CC)CCCNc1nc2ccccc2[nH]1	-1	i	i	4	i	-10	i	i	10	i	1
CC(C)(C)NC(=O)CSc1ncnc2c1cnn2-c1ccccc1	-1	i	i	4	i	-16	i	i	0	i	1
Cc1ccccc1-n1nnnc1SC(C)C(=O)Nc1ccc(N2CCN(C)CC2)cc1 (centres undefined)	-1	i	i	0	i	-8	i	i	-4	i	0
COC(=O)CSc1nnc(CNC(=O)c2ccco2)n1-c1ccc(F)cc1	-4	i	i	2	i	-6	i	i	-5	i	1
O=C(CSc1nnnn1-c1ccc2c(c1)OCCO2)c1cccc2c1OCCO2	-2	i	i	0	i	-3	i	i	1	i	2
CC(=O)c1c(C)[nH]c(C(=O)OCc2nnc(-c3ccccc3)o2)c1C	1	i	i	7	i	-5	i	i	7	i	-3
COc1ccc(NC(=O)Nc2ccc3c(c2)OCO3)c(C)c1	0	i	i	x	i	-9	i	i	-2	i	0
O=C(O)c1c2c(nc3ccccc13)/C(=C/c1c(F)cccc1F)CCC2	-2	i	i	0	i	-4	i	i	-2	i	6
O=C(NC(N1CCOCC1)C(Cl)(Cl)Cl)c1ccccc1Cl (centres undefined)	-1	i	i	6	i	-6	i	i	-3	i	-1
Cc1cc(C(=O)COC(=O)[C@H](C)NC(=O)c2ccco2)c(C)n1Cc1ccco1	-4	i	i	1	i	0	i	i	1	i	-4
COc1cc(OC)cc(-c2cc3nc(C)c(CCC(=O)Nc4nc(C)cs4)c(C)n3n2)c1	-1	i	x	-10	i	0	i	i	-1	i	1
CCCCCNC(=O)CCc1ccccc1	0	i	i	10	i	-8	i	i	4	i	-3
CC1COc2ccccc2N1S(=O)(=O)c1ccc(Cl)cc1 (centres undefined)	-2	i	i	3	i	-17	i	i	2	i	3
CCOC(=O)c1ccc(NC(=O)c2nccnc2C(=O)O)cc1	2	i	i	13	i	-12	i	i	19	i	0
CC(C)Nc1nnc(SC(C)C(=O)Nc2ccc(Cl)cn2)s1 (centres undefined)	3	i	i	0	i	-14	i	i	-3	i	-1
Cc1nnc(SCC(=O)Nc2c(Cl)cccc2Cl)n(N)c1=O	1	i	i	-10	i	-14	i	i	-3	i	2
Fc1ccccc1-c1nc(NC2CCCC2)c2ccccc2n1	4	i	i	7	i	-13	i	i	33	6*	-2
O=C(COc1ccc2ccccc2c1)Nc1nnc(-c2ccco2)s1	0	i	i	-2	x	-3	i	i	x	i	0
Cc1ccc(S(=O)(=O)NCc2ccccn2)c(C)c1	-5	i	i	0	i	-9	i	i	-5	i	-3

Already shown: entries from further up.
SMILES	GSK3A inh	KCNK9 inh	PolyA inhibitor	HDAC3 inh	KCNK3 inh	hERG protect	RGS4 pot	KCNQ1 pot	DYRK1A inh	KCNQ1 block	GSK3B inh
Clc1ccccc1-c1ncc2ccccn12	1	i	i	-7	i	-9	i	i	10	i	1
NC(=O)Cn1c(=O)n(CCCC(=O)NC2CCN(Cc3ccccc3)CC2)c(=O)c2ccccc21	-2	i	i	0	i	-2	i	i	5	i	1

Other entries follow.
SMILES	GSK3A inh	KCNK9 inh	PolyA inhibitor	HDAC3 inh	KCNK3 inh	hERG protect	RGS4 pot	KCNQ1 pot	DYRK1A inh	KCNQ1 block	GSK3B inh
O=C1CCC(=O)N1CNc1ccc(Oc2ccccc2)cc1	-3	i	i	-2	i	-6	i	i	-2	i	-3
COc1ccc(Nc2nc3c(C)cccn3c(=O)c2C=NCc2ccccc2)cc1	-9	i	i	3	i	-4	i	i	24	i	-2
CCOC(=O)Nc1ccc(Oc2ccccc2)cc1	-2	i	i	7	i	-2	i	i	2	i	3
CC(=O)c1ccc(OCc2cc([N+](=O)[O-])cc3c2OCOC3)cc1	0	i	i	-5	i	-5	i	i	2	i	1
Brc1ccc(CSc2ccc(-c3ccco3)nn2)cc1	-1	i	x	4	i	-5	i	i	x	i	1
COc1cc(OC)cc(-c2nc3nc(C)c(CCC(=O)NCC(OC)OC)c(C)n3n2)c1	-1	i	i	5	i	-8	i	i	5	i	1
COCCOC(=O)c1[nH]c2c(c1C)C(=O)CC(c1ccccc1)C2 (centres undefined)	1	i	i	-2	i	-2	i	i	0	i	-6
O=C(NCCN1CCN(C(=O)c2ccc([N+](=O)[O-])cc2)CC1)C(=O)Nc1ccc(F)cc1	1	i	i	-3	i	-7	i	i	3	i	-3
CCOc1ccc(NC(=O)C2CCC(CNc3c(N4CCC(C)CC4)c(=O)c3=O)CC2)cc1 (centres undefined)	-5	i	i	x	i	-7	i	i	6	i	-2
CCNC(=S)Nc1ccc2ncoc2c1	0	i	i	2	i	2	i	i	12	i	1
CC(=O)c1c(C)n(-c2ccccc2)c2ccc(OCC(N)=O)cc12	0	i	i	2	i	-12	i	i	9	i	-4
O=C(CC12CC3CC(CC(C3)C1)C2)Nc1cccc2ncccc12	0	i	i	-5	i	-11	i	i	9	i	2
CCN(C(=O)C1CCCN1S(=O)(=O)c1ccc2c(c1)n(C)c(=O)c(=O)n2C)c1ccccc1 (centres undefined)	-2	i	i	1	i	-6	i	i	7	i	2
CCOC(=O)CSc1nnc(Cc2ccccc2)n1-c1cccc(Cl)c1	-1	i	i	-1	i	-17	i	i	-1	i	-9
CNC(=O)/C(C#N)=C/c1cc(C)n(-c2ccc(N3CCOCC3)cc2)c1C	1	i	i	0	i	-6	i	i	x	i	5
O=c1c(-c2nc3ccccc3s2)cccn1Cc1ccccc1	0	i	i	-14	i	-9	i	i	2	i	2
O=C(Nc1cccc(Cl)c1)Nc1ccccc1NS(=O)(=O)c1cccs1	-1	-7.9*	i	1	i	-40	i	i	3	14*	2
COc1ccc(-n2nnc3c(SCC(=O)c4ccccc4)ncnc32)cc1	-7	i	i	-2	i	-5	i	i	-4	i	-3
CCN(C(=O)CSc1nnc(Nc2ccccc2C)s1)C1CCS(=O)(=O)C1 (centres undefined)	2	i	i	6	i	-14	i	i	-1	i	-1
CCCN1C(=O)/C(=C\C=C2/C=CN(CC)c3ccccc32)SC1=S	-1	i	i	4	i	-14	i	i	1	i	-1
CCCC1(C(=O)OCC)NC(c2ccc(OC)cc2OC)C2C(=O)N(c3ccccc3)C(=O)C21 (centres undefined)	-1	i	i	-2	i	-13	i	i	1	i	1
Cc1ccc(C(=O)Nn2cnnc2)cc1S(=O)(=O)N1CCOCC1	-1	i	i	2	i	-9	i	i	1	i	1
O=C(Nc1ccc2nc3n(c(=O)c2c1)CCCC3)c1cccc([N+](=O)[O-])c1	x	i	i	x	i	-3	i	i	-2	i	-2
COc1ccc(N2C(=O)CSC2c2ccccc2)cc1 (centres undefined)	-4	i	i	9	i	-3	i	i	-5	i	-3
Cc1nc2ccc(C(=O)Nc3ccc4nc[nH]c4c3)cc2[nH]1	-3	i	i	-1	i	-2	i	i	4	i	-2
CCOC(=O)c1c(NC(=O)CSC(=S)N2CCOCC2)sc(C)c1C	-4	i	i	-4	i	-6	i	i	-4	i	2
CCCC(=O)N1CCN(c2ccc(NC(=O)c3ccc(OCC)c([N+](=O)[O-])c3)cc2)CC1	2	i	i	4	i	-6	i	i	-7	i	-1
COc1ccc(C(=O)C2CCCN(Cc3cccn3-c3cccnc3)C2)cc1OC (centres undefined)	x	i	i	-2	i	-9	i	i	-27	i	5
OCC1OC(n2nc3ccccc3n2)C(O)C(O)C1O (centres undefined)	-7	i	i	2	i	-5	i	i	-8	i	0
CCc1cc2ccc(C)cc2nc1SCC(=O)c1ccc(NC(C)=O)cc1	-3	i	i	68*	i	-9	i	i	x	i	-4
COc1cccc(/C=N/NC(=O)C(=O)NCc2cccnc2)c1OC	1	i	i	-3	i	-9	i	i	0	i	0
COc1ccc(/C=N\NC(=O)C2=NNC(=O)C2C)cc1 (centres undefined)	4	i	i	6	i	-3	i	i	5	i	2
N#Cc1cn(CCOC(=O)c2cccc(C(F)(F)F)c2)c(=O)[nH]c1=O	-2	i	i	4	i	-8	i	i	1	i	1
CC(C)CC(=O)N1CCN(C(=O)c2ccco2)CC1	-2	i	i	-2	i	-15	i	i	-2	i	1
Cc1cc(-n2c(C)cc(C(=O)COc3ccc4ccc(=O)oc4c3)c2C)no1	-1	i	i	-6	i	-3	i	i	-5	i	4
CCC(C)(C)NC(=O)CN(C(=O)CCC(=O)Nc1nccs1)c1cccc(C)c1	1	i	i	-1	i	-4	i	i	-3	i	3
COc1ccc(/C=N/OC(=O)Nc2ccccc2)cc1[N+](=O)[O-]	3	i	i	-2	i	-10	i	i	2	i	-6
COc1ccc2c(c1)c(/C=N/Nc1ccc(C(=O)O)cc1)c(C)n2C	2	i	i	-5	i	-10	i	i	10	i	2
O=C(Nc1ccc(-c2nc3ccccc3o2)cc1)c1ccc(N2C(=O)C3C4C=CC(C4)C3C2=O)cc1 (centres undefined)	-4	i	i	-7	i	-12	i	i	0	i	-1
COc1cccc(NC(=O)CSc2ccc3nnc(-c4ccccn4)n3n2)c1	-2	i	i	x	i	-4	i	i	-2	i	-1
O=[N+]([O-])c1ccc(NC(=S)NCCc2ccccc2)cc1	0	i	i	x	i	-19	i	i	5	6*	-2
O=c1cnn(-c2ccc(Cl)cc2Cl)c(-c2ccccc2)c1	0	i	i	4	i	-8	i	i	4	i	-2
